# D1 ag: Allosteric Agonists of the Human D1 Dopamine Receptor: qHTS. HEK293 T-REx D1 cells, calcium flux, agonist mode. activation, % at 2 µM. 360,000 compounds, 1% hits. AID 504660, 2011; further: 0% is about no effect
# Target sequence (P21728 whole entry, looked up): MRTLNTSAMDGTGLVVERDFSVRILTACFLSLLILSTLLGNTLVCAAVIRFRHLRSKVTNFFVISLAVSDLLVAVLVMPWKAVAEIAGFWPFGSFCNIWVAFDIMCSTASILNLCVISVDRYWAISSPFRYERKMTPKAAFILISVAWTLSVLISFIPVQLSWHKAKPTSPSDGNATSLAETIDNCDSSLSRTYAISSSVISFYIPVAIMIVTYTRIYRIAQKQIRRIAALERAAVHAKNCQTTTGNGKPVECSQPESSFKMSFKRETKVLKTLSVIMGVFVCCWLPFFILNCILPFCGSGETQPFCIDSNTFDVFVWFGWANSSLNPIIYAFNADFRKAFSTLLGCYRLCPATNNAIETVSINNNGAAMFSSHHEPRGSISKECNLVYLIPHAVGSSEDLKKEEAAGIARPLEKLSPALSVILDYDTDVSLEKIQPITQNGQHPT
#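 Tetracycline-induced HEK293 TREx D1 cells, force-coupled to calcium signalling, were dye-loaded with a no-wash calcium kit. Compound was pin-added after a 10 s baseline. Fluorescence was read kinetically at 1 cycle/s for 180 s, with calcium rises flagged as agonism.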
# D2 antag: HTS Assay for Allosteric Antagonists of the Human D2 Dopamine Receptor: Primary Screen for Antagonists. HEK293 TREx D2 cells, calcium flux, dopamine EC80. inhibition, % at 10 µM. 340,000 compounds, 2% hits. AID 485344, 2010; in the data active means inhibition above about 30%; further: 0% is about no effect
#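 Calcium mobilization kinetics were recorded at 1 s intervals in tetracycline-induced HEK293 T-REx D2 cells, first for 180 s after compound addition and then 180 s after EC80 dopamine.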
# D2 agonist: HTS Assay for Allosteric Agonists of the Human D2 Dopamine Receptor: Primary Screen for Agonists; D(2) dopamine receptor (Homo sapiens), P14416; HEK293 T-REx D2 cells, calcium flux agonist mode; activation, % at 2 µM; 340,000 compounds, 0.53% hits; AID 485358, 2010;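 active means activation over 3 SD above normal in the single-dose calcium agonist read, cut at about 30% in these data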; further: 0% is about no effect
#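 Agonism is scored from calcium flux in a force-coupled, inducible HEK293 cell line expressing D2, read kinetically for 180 s after compound addition against dopamine controls.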
# D2 PAM: HTS Assay for Positive Allosteric Modulators of the Human D2 Dopamine Receptor: Primary Screen for Potentiators; D(2) dopamine receptor (Homo sapiens), P14416; HEK293 T-REx D2, calcium flux, EC20 dopamine potentiation; potentiation, % at 10 µM; 340,000 compounds, 0.34% hits; AID 485347, 2010;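 active means potentiation over 3 SD above the plate norm, cut at about 30% in these data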; further: 0% is about no effect
#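 Primary screen. Calcium kinetics in induced HEK293 T-REx D2 cells: compound pre-addition 180 s, EC20 dopamine, 180 s more.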
# TRHR ag: qHTS for Small Molecule Agonists and Allosteric Enhancers of Human TRH Receptor: Primary Screen for Agonists; Thyrotropin-releasing hormone receptor (Homo sapiens), P34981; TRHR cells, calcium flux fluo-8, FDSS agonist mode; activation, % at 2 µM; 360,000 compounds, 0.18% hits; AID 493084, 2011; further: 0% is about no effect
# Target sequence (P34981 whole entry, looked up): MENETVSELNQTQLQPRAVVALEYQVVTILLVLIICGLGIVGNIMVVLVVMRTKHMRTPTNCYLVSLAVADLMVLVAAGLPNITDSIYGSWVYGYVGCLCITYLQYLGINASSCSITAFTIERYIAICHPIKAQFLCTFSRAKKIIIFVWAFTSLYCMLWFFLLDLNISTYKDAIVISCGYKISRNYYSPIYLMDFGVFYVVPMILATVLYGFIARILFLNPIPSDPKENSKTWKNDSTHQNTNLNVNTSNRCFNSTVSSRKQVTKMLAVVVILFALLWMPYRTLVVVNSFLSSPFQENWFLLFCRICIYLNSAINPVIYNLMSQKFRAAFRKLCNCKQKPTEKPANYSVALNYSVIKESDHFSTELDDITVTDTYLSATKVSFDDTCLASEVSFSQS
#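 Steps: seed TRHR cells overnight; add fluo-8 no-wash Ca dye, RT 30 min–1.5 h; record 10 s baseline; pin-transfer compounds; monitor fluorescence 1 cycle/s for the agonist window. Calcium increases flag candidate agonists.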
# RXFP1 antag: qHTS Assay for Antagonists of the Relaxin Receptor RXFP1; Relaxin receptor 1 (Homo sapiens), Q9HBX9; 350,000 compounds, 0.59% hits; activity change, negative = inhibition, % at 57.5 µM; AID 1259400, 2018; HEK293-RXFP1, relaxin-stimulated cAMP HTRF, 30 min; stronger effect = lower value;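 active means activity change of -60% or lower, but not beyond a set lower limit; inconclusive means change between -60% and -40%, or beyond the set limit; inactive means change above -40%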; further: on the % scale 0 is the no-effect control and ±100 the full control effect
# TRHR enhancer: qHTS for Small Molecule Agonists and Allosteric Enhancers of Human TRH Receptor: Primary Screen for Enhancers; TRHR cells, fluo-8 calcium fluorescence, EC20 TRH enhancement; enhancement, % at 2 µM; 360,000 compounds, 0.66% hits; AID 493056, 2011; in the data active means enhancement above about 30%; further: 0% is about no effect
#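 Enhancer read-out: after compound pinning and an initial kinetic agonist-mode read, an EC20 of TRH (10 nM final) was injected and fluo-8 calcium signal (Ex 480/Em 530) followed at 1 s/cycle for 100 cycles in TRHR-expressing cells.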
# D1 antagonist: Antagonist of Human D 1 Dopamine Receptor: qHTS; D(1A) dopamine receptor (Homo sapiens), P21728; activity change, negative = inhibition, % at 10 µM; HEK293 TREx D1 cells, calcium flux, dopamine EC80; stronger effect = lower value; 360,000 compounds, 3.2% hits; in the data active means activity change below about -30%; further: on the % scale 0 is the no-effect control and ±100 the full control effect
#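 Tetracycline-induced HEK293 Trex D1 cells, force-coupled to calcium, dye-loaded; compounds added and read 180 s, then EC80 dopamine added and calcium flux tracked kinetically another 180 s.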
# D1 PAM: Potentiators of Human D1 Dopamine Receptor: qHTS. HEK293 TREx D1 cells, calcium flux, dopamine EC20 potentiation. potentiation, % at 10 µM. 360,000 compounds, 0.036% hits. AID 504651, 2011; in the data active means potentiation above about 30%; further: 0% is about no effect
# Starred values were filed as active, the others as inactive; ? = inconclusive; . = not tested or not shown. Unless noted, no stated cut-off is given here; in the data, active means activation above about 30%; inactive means the rest.
# The first six records, ahead of the listing:
SMILES,D1 ag,D2 antag,D2 agonist,D2 PAM,TRHR ag,RXFP1 antag,TRHR enhancer,D1 antagonist,D1 PAM
O=C(CN1CCN(Cc2ccccc2)CC1)N/N=C/c1ccc(Br)s1,5,18,0.2,11,-1.4,-10,12,-5,-4
O=C1NC(Nc2nc3ccccc3s2)(C(F)(F)F)C(=O)N1C1CCCCC1 (stereo not drawn),1,7,0.1,2,-0.4,?,-2,2,11
Cc1cccc(C(=O)Nc2cc(NC(=O)c3cccs3)ccc2C)c1,-3,-16,.,.,-0.6,-2,-2,19,-3
COc1ccc(C(=O)N2CCN(c3ccccc3Cl)CC2)cc1S(=O)(=O)NC1CC1,4,-6,4.8,10,0.6,-1,6,-1,4
COc1cc(OC)nc(-n2ncc(Br)c(Br)c2=O)n1,2,-3,0.3,11,-0.6,-16,2,6,-4
Cc1ccc(S(=O)(=O)N2CCN(c3ncnc4scc(-c5ccc(F)cc5)c34)CC2)cc1,20,-11,0.0,-5,-0.3,-6,-15,0,12

# All compounds of this part, from the start:
SMILES,D1 ag,D2 antag,D2 agonist,D2 PAM,TRHR ag,RXFP1 antag,TRHR enhancer,D1 antagonist,D1 PAM
O=C(CN1CCN(Cc2ccccc2)CC1)N/N=C/c1ccc(Br)s1,5,18,0.2,11,-1.4,-10,12,-5,-4
O=C1NC(Nc2nc3ccccc3s2)(C(F)(F)F)C(=O)N1C1CCCCC1 (stereo not drawn),1,7,0.1,2,-0.4,?,-2,2,11
Cc1cccc(C(=O)Nc2cc(NC(=O)c3cccs3)ccc2C)c1,-3,-16,.,.,-0.6,-2,-2,19,-3
COc1ccc(C(=O)N2CCN(c3ccccc3Cl)CC2)cc1S(=O)(=O)NC1CC1,4,-6,4.8,10,0.6,-1,6,-1,4
COc1cc(OC)nc(-n2ncc(Br)c(Br)c2=O)n1,2,-3,0.3,11,-0.6,-16,2,6,-4
Cc1ccc(S(=O)(=O)N2CCN(c3ncnc4scc(-c5ccc(F)cc5)c34)CC2)cc1,20,-11,0.0,-5,-0.3,-6,-15,0,12
O=C(O)c1cc(Cl)c2c(c1)OCO2,1,-8,-0.4,8,0.4,4,-1,-7,3
O=C(CCS(=O)(=O)c1ccccc1)N(CCCN1CCOCC1)c1nc2ccc(F)cc2s1,4,6,0.8,-6,0.4,.,3,1,-2
COC(=O)/C=C1\SC(=NC(=O)c2cccc(Cl)c2)NC1=O,2,8,0.0,-6,0.8,1,-3,-27,-5
COC(=O)c1c(-c2cccs2)csc1NC(=O)COc1c(C)ccc(C)c1C,4,.,.,-3,1.2,-20,1,7,1
O=C(NC1(C(F)(F)F)C(=O)Nc2c1c(=O)[nH]c(=O)n2-c1ccc(F)cc1)c1cccnc1 (stereo not drawn),2,-27,-0.8,30,-0.6,-9,3,6,3
Cc1nn(-c2ccc(Cl)cc2)c2sc(C(=O)N3CCN(C(=O)c4ccco4)CC3)cc12,2,-17,0.9,6,0.2,.,5,-18,-1
CC(=O)Nc1ccc(NC(=O)C(NS(=O)(=O)c2ccc(Br)s2)c2ccccc2)cc1 (stereo not drawn),0,.,0.2,0,-0.2,-7,-2,0,5
COC(=O)c1c[nH]n2c(=O)c(Cc3ccc(F)cc3Cl)c(C)nc12,13,-14,-0.7,7,-0.9,1,10,4,-2
O=S(=O)(c1ccc(NC(=S)NCc2ccncc2)cc1)N1CCCCC1,6,14,2.6,-6,0.6,-4,-5,-1,-2
Cc1noc(C)c1C(=O)N1CCN(C(=O)c2sc3cc(Cl)ccc3c2Cl)CC1,5,5,11,.,-0.3,-11,3,-3,-4
O=C(N/N=C\C=C\c1ccco1)C1COc2ccccc2O1 (stereo not drawn),2,-11,0.4,1,0.1,?,-2,-13,-5
COc1ccc2c(c1)O[C@@H](c1cccc(C(F)(F)F)c1)[C@H](OC(=O)Nc1ccc(OC(F)F)cc1)C2=O,11,7,0.5,1,0.9,.,-2,0,-2
Cc1ccc(/C=C/C(=O)NCC2COc3ccccc3O2)o1 (stereo not drawn),5,-7,0.0,-8,-0.5,-15,-6,-30,-1
COc1ccccc1C1CC(c2cccs2)=NN1C(=O)CCC(=O)O (stereo not drawn),-1,2,0.8,2,0.3,-11,-1,18,-8
C=CCn1c(SCC(=O)Nc2c(C)cccc2C)nnc1-c1ccncc1,2,-2,0.0,1,0.1,4,3,6,-5
Nc1nc(COC(=O)C2CC(=O)N(Cc3ccccc3Cl)C2)nc(Nc2ccccc2)n1 (stereo not drawn),0,15,-0.1,-4,-1.3,-4,13,-3,-4
COC(=O)CN(c1ccc(OC)cc1)S(=O)(=O)c1c(C)noc1C,0,2,0.5,8,0.0,0,3,-2,-4
Cc1c(OCC(=O)NCCCN2CCOCC2)ccc2c(-c3ccccc3)cc(=O)oc12,0,13,-0.1,-4,0.1,22,-3,3,0
CCc1cccc(NC(=O)c2cc(S(=O)(=O)N(C)C)ccc2N2CCCC2)c1,1,5,0.6,2,0.1,-11,-12,-17,-2
N#Cc1nc(COc2ccc(F)cc2)oc1NCCCn1ccnc1,2,2,0.5,-5,-0.6,11,-4,11,-9
CNC(=O)COC(=O)Cc1ccc(Cl)cc1,3,-3,0.5,-8,-0.4,-12,-5,1,-7
Cc1c(Cl)cccc1NC(=S)NCc1ccccc1Cl,24,-2,0.6,3,0.7,3,1,-22,-6
O=C(CSc1nnc(CNC(=O)c2c(F)cccc2F)o1)c1ccccc1,5,-2,-2.4,-8,-0.4,-3,-6,7,-9
COc1ccc(N2CCN(CC(O)COc3cc(C)cc(C)c3)CC2)cc1 (stereo not drawn),6,-20,1.8,-15,-0.1,2,12,1,1
Cc1ccnc(N2C(=O)c3ccccc3C2=O)c1,1,6,-0.5,-3,0.1,-2,-7,14,-1
O=C(Nc1ccc(F)cc1)c1sc(Cl)nc1-c1ccccc1,-1,9,1.8,-3,1.0,-15,0,16,1
Cc1ccc(C)c(NC(=O)CCCN2C(=O)COc3ccc(C)cc32)c1,1,.,-1.2,26,-1.8,5,-4,15,3
Cc1ccc(C(=O)NCC(=O)NCc2cc(=O)n(C)c(=O)n2C)cc1,3,8,0.3,4,5.8,23,-1,6,3
O=S1(=O)CC(O)C(Nc2ccccc2Cl)C1 (stereo not drawn),1,8,0.6,5,0.0,6,1,-2,3
COc1ccc(/C=N/Nc2nc(N)cc(Cl)n2)cc1OC,0,-16,-0.3,-5,-0.1,-11,7,-2,2
CCOC(=O)c1sc(NC(=O)c2nc(SC)ncc2Cl)c(C(=O)OCC)c1C,4,.,0.0,5,0.4,.,24,1,4
O=c1c2ccccc2nc(SCc2cn3ccsc3n2)n1-c1ccccc1,2,11,0.2,9,-0.5,-1,3,-24,7
CS(=O)(=O)N1CCc2cc(S(=O)(=O)NCc3ccccc3Cl)ccc21,1,.,0.1,-3,1.1,-12,4,-101*,-6
Cn1nc(C(F)(F)F)c2cc(C(=O)Nc3ccc(Cl)cc3)sc21,3,64*,1.3,-25,1.2,-1,-3,-18,-2
COc1cc(Cl)c(C)cc1NC(=O)c1nn(-c2ccc(C)cc2)c(=O)n(C)c1=O,3,.,1.2,-9,0.2,-3,2,-98*,8
CSCCC(NC(=O)c1ccc(Cl)cc1Cl)C(=O)N(C)Cc1nc2ccccc2c(=O)[nH]1 (stereo not drawn),3,3,0.0,-15,-0.6,-2,-2,-20,-5
CC(=O)c1ccc(NC(=O)c2ccc3snnc3c2)cc1,2,-4,-0.6,-3,0.5,2,-14,-24,-3
COc1cccc(N2CCN(C3CC(=O)N(c4ccc(Cl)cc4)C3=O)CC2)c1 (stereo not drawn),3,-14,0.5,6,0.5,-8,-6,-19,-6
CCCCNC(=S)NNC(=O)c1csc2c1CCC(C)C2 (stereo not drawn),2,-25,-0.3,10,-0.4,10,5,9,1
C/C(=N\NC(=O)c1cc(Cl)ccc1O)c1ccc(Br)s1,10,-1,12,0,3.1,14,9,1,-5
CC(C)(C)NCC(O)COc1ccccc1C(=O)CCc1ccccc1 (stereo not drawn),12,19,-0.3,-5,0.8,-15,17,-18,-5
O=C(N/N=C/c1ccc(N2CCOCC2)c([N+](=O)[O-])c1)c1ccc(F)cc1,-1,-15,-0.1,-10,-0.5,-17,100*,.,-1
COc1ccc(CNC(=O)CN2C(=O)COc3ccc(S(=O)(=O)N4CCCC4)cc32)cc1,0,1,1.6,-6,-0.4,9,-3,15,-1
COc1ccc(S(=O)(=O)N2CCC(C(=O)Nc3cccc(C(C)=O)c3)CC2)cc1C,0,0,-0.7,-9,-0.9,5,10,-8,5
COc1ccc2[nH]cc(S(=O)(=O)c3ccc(C)c(C)c3)c(=O)c2c1,0,.,0.5,3,0.0,.,3,12,-1
O=C(COC(=O)CCN1C(=O)c2ccccc2C1=O)Nc1ccc(S(=O)(=O)N2CCCC2)cc1,14,5,0.8,-1,0.0,2,7,-3,-5
Cc1cc(Cl)ccc1NS(=O)(=O)c1c(C(=O)N2CCC(C)CC2)c(C)n(C)c1C,-1,.,1.0,-2,0.8,-12,-6,2,0
O=C(CCNC(=O)c1ccc(Br)o1)NCc1ccccn1,3,-12,1.0,13,-0.4,2,-4,-16,-5
Nc1n[nH]c2c1C1(CCCCC1)Cc1ccccc1-2,-2,15,0.2,1,-1.9,-13,11,-2,1
O=C(c1cccc(C(F)(F)F)c1)N1CCOc2ccccc21,2,0,-0.5,-4,0.1,-2,-4,-3,-1
CC(=O)NC1=NN(C(C)=O)C(C)(CS(=O)(=O)c2ccc(Cl)cc2)S1 (stereo not drawn),1,20,-1.3,10,-0.8,4,4,11,-10
CC(=O)c1cccc(Nc2c3c(nc4ccccc24)CCC3)c1,1,-15,0.6,3,-1.1,0,6,-3,-4
Cc1ccc(C(C(=O)NC2CCCC2)N(C(=O)Cc2cccs2)c2ccc(C)c(C)c2)o1 (stereo not drawn),24,-13,0.8,-3,0.3,4,-8,-10,-5
COc1cccc(NC(=S)N2CCC(NC(=O)C3CCCCC3)CC2)c1,1,6,-0.7,16,-0.7,4,-4,-1,5
Cc1ccc(-c2c(C(=O)NC(C)C)oc(=O)c3ccccc23)cc1,3,3,-0.4,2,0.3,-6,-4,-5,-6
Fc1ccc(CSc2nnc(-c3ccncc3)o2)cc1,2,1,0.5,-1,-0.8,-8,5,2,-2
